MC4R antagonist = MC4R antagonists of cAMP signaling, primary screen, cell-based, TR-FRET, antagonist arm of biased-ligand search | actives 0.48% (n = 360,000) | MC4R-expressing cells, MTII-stimulated cAMP, LANCE TR-FRET | inhibition, % at 6.5 µM | Melanocortin receptor 4 (Homo sapiens), P32245;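 active = inhibition above its plate's cutoff, the mean of tested wells on that plate plus 3 SD, cut at about 29% in these data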;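 note: 0% = Melanotan II alone and 100% = Melanotan II plus saturating MCL0020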
Target sequence (P32245 whole entry, looked up): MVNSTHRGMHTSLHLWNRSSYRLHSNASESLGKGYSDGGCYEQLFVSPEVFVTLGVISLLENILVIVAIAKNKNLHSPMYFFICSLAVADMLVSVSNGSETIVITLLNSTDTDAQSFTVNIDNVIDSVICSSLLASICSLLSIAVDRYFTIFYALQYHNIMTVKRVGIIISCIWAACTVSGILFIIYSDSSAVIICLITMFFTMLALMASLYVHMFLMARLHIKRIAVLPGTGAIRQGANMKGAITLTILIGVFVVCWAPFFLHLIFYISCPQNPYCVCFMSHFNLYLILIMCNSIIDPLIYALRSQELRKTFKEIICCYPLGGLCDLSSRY
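Material: human MC4R-expressing U2OS cells. Probe or stimulus: Melanotan II challenge. Dosing: 6.5 µM single dose. Times: 30-min compound, 1-h challenge, 1-h detection, room temperature. Technique: TR-FRET with Eu-cAMP and labeled anti-cAMP, 671 nm. Replication: singlicate.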
Cardio protect = cardioprotection against H2O2-induced cell death, primary screen, uHTS, H9c2 cells, ATPLite luminescence; actives 0.63% (n = 360,000); protection from H2O2 cell death, % at 20 µM; H9c2 cardiomyocytes, H2O2 injury protection, 2 h;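 active = compounds giving at least 50% protection of heart cells from peroxide-induced death in the single-dose screen, raw or plate-pattern-corrected value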;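 note: 0% = DMSO wells with peroxide and 100% = DMSO wells without peroxide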
MC4R barr agon = MC4R agonists recruiting beta-arrestin, primary screen, cell-based, luminescence, agonist arm of biased-ligand search. Melanocortin receptor 4 (Homo sapiens), P32245. U2OS MC4R beta-arrestin complementation; percent of melanotan II response, DMSO zero. activation, % at 8.9 µM. actives 0.98% (n = 360,000);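 active = activation above a per-plate cutoff, the mean activation of sample wells on that plate plus 3 SD, cut at about 8% in these data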
HTR2A ag = mouse Htr2a agonists via beta-arrestin recruitment, primary screen, cell-based, luminescence; 5-hydroxytryptamine receptor 2A (Mus musculus), P35363; CHO-K1 mHTR2A beta-arrestin complementation; percent of 30 µM serotonin response; activation, % at 7.6 µM; actives 0.66% (n = 360,000); AID 624169, 2012;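 active = activation above a run cutoff, the mean activation of all tested compounds plus 3 SD, cut at about 14% in these data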;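 note: 0% = plate median of compound wells and 100% = 30 µM serotonin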
Target sequence (P35363 whole entry, looked up): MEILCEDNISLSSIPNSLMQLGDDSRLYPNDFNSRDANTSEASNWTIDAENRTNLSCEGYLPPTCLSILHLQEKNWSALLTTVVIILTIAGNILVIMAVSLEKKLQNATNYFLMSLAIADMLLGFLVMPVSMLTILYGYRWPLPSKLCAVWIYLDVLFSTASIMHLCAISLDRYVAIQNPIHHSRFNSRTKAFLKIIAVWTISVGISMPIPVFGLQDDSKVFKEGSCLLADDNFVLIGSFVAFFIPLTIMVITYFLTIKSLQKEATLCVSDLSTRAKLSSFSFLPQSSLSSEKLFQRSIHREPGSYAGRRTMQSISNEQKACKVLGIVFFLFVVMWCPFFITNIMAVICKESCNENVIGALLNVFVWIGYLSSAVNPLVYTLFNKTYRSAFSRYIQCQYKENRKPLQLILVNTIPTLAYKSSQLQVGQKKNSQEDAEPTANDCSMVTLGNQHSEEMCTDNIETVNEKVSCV
CaV13 FRET inh = Disruptors of the CACNA1D IQ motif to Ca2+-dependent inactivation inhibitor domain association, primary screening, Förster resonance energy transfer in intact living …; HEK cells, CFP/YFP FRET ICDI-IQ, plate reader, 10 min; percent FRET-ratio fall versus neutral wells; inhibition, % at 12.3 µM; actives 0.098% (n = 340,000);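 active = mean replicate inhibition of at least 30% and at least 1% of replicates passing that level; inconclusive = only one of the two criteria is met; inactive = neither criterion is met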;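 note: 0% = median of the neutral control wells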
aDG glyco act = activators of alpha-DG glycosylation, primary screen, uHTS, Pro5-aDG cells, AlphaScreen; activation, % at 10 µM; actives 0.22% (n = 360,000); alpha-DG glycosylation AlphaScreen (IIH6); 0% Pro5, 100% B10-LARGE cell signal;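 active = activation of at least 8% versus controls, or a plate z-score of at least 8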;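 note: Pro5 are CHO cells carrying HIG-tagged alpha-DG that lacks glycosylation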
Glyco luc inh = increase of ERlucT glycosylation luciferase signal, primary screen, N-linked glycosylation inhibitor project, D54 ERlucT cells, luminescence, set 2. D54 ERlucT glycosylation luciferase reporter, 24 h; percent of 100 nM tunicamycin response. actives 0.23% (n = 360,000). reporter increase, % at 12.5 µM;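 active = mean luciferase reporter signal, scaled so untreated is 0 and the glycosylation-blocking control 100, at or above a set limit in every replicate; inconclusive = mean reaches the limit but not every replicate does; inactive = mean below the limit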;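 note: luciferase carries N-glycosylation sites so blocking glycosylation raises the light; 0% = median of neutral control wells and 100% = median of 100 nM tunicamycin wells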
Vif imaging = HIV Vif self-association inhibitors, primary screen, imaging, HEK293T, single point; AID 602346, 2012; actives 0.35% (n = 340,000); inhibition, % at 7.49 µM; HEK293T cells, Vif self-association by quenched fluorescence, 24 h; in the data active = inhibition above about 50%, passing the limit was not always enough; inconclusive = no clear call, values can overlap the other calls; inactive = below about 31%; note: some results filed as inactive read as strong as hits
ABCB6 inh MLPCN = ABCB6 transporter inhibitors, primary screen, K562-ABCB6 cells, flow cytometry, MLPCN library; ATP-binding cassette sub-family B member 6 (Homo sapiens), Q9NP58; K562-ABCB6 porphyrin accumulation, 1 h; stronger effect = lower value; fluorescence ratio to DMSO, % at 10 µM; actives 0.19% (n = 360,000); AID 602162, 2011;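 active = fluorescence ratio to DMSO below 75%, the collection mean minus 3 SD; inconclusive = too few cells collected in the well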;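 note: signal is porphyrin accumulated inside mitochondria; 100% equals median channel fluorescence of DMSO control wells; lower ratio means ABCB6 inhibition with less porphyrin fluorescence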
PDI inh = inhibitors of human PDI, primary screen, biochemical, turbidity, single point, plate reader; actives 0.052% (n = 350,000); inhibition, % at 10 µM; PDI insulin aggregation turbidity, A650, 90 min; Protein disulfide-isomerase (Homo sapiens), P07237;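 active = mean inhibition across replicates of 30% or more, whatever share of single replicates reach that level; inconclusive = mean inhibition below 30% while every single replicate reaches 30%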;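 note: absorbance from insulin aggregation driven by PDI reduction with DTT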
* = called active by the depositor; ? = inconclusive; · = no result given.

SMILES	MC4R antagonist	Cardio protect	MC4R barr agon	HTR2A ag	CaV13 FRET inh	aDG glyco act	Glyco luc inh	Vif imaging	ABCB6 inh MLPCN	PDI inh
O=C(OCCN1C(=O)c2ccccc2C1=O)Oc1ccccc1	-0.7	-3.4	1.5	6.5	-15.2	0.0	2.8	-7.3	98.0	-2.4
O=C1NC(NS(=O)(=O)c2ccc(Cl)cc2)(C(F)(F)F)C(=O)N1c1ccccc1 (configuration not stated)	2.5	-0.5	-2.0	2.0	-2.9	-0.2	1.8	0.9	101.0	8.2
COc1cc(Cl)c(CNC[C@H]2O[C@@H](n3ccc(=O)[nH]c3=O)[C@H](O)[C@@H]2O)c(Cl)c1O	9.3	2.6	-2.5	1.3	-5.2	-0.2	1.5	-6.4	100.0	-3.2
CC1CCN(S(=O)(=O)c2ccc(C(=O)N3CCCC(C(F)(F)F)C3)cc2)CC1 (configuration not stated)	12.6	-11.7	-2.7	0.5	-6.2	0.1	0.1	-13.4	96.0	-0.8
CC(=O)N1CCN(C(C)=O)C1c1ccccc1	-4.5	3.0	-2.6	2.8	-5.6	-0.4	1.3	?	102.0	-2.8
Cc1csc(NC(=O)/C=C/c2ccco2)n1	-0.2	2.3	-2.0	2.7	-6.9	0.0	-1.3	1.5	99.0	-3.0
CC1(c2ccccc2Cl)NC(=O)N(CC(=O)N2CCc3ccccc32)C1=O (configuration not stated)	6.2	-1.7	-1.5	-3.6	-4.9	-0.1	1.4	36.3	94.0	0.4
Cc1noc(C)c1CSc1nnc2ccc3ccccc3n12	-9.5	16.4	0.2	-1.9	-2.1	0.2	0.9	8.0	101.0	-2.4
Cc1ccc(C(=O)COC(=O)CNC(=O)c2ccco2)cc1	6.0	-1.9	-2.2	-2.1	-5.7	0.0	1.4	27.7	97.0	4.7
O=S(=O)(c1cccs1)N1CCN(c2ccnc3cc(Cl)ccc23)CC1	1.6	-6.7	-2.5	9.5	-19.2	0.0	-11.2	0.6	99.0	-0.8
O=C(c1ccc(S(=O)(=O)Nc2ccc(F)cc2)cc1)N1CCN(c2ccccn2)CC1	3.6	-19.4	-3.3	-2.3	-5.1	4.0	-2.4	1.1	293.0	-3.5
COc1ccc(NC(=O)/C(C#N)=C/c2ccc[nH]2)c(OC)c1	-3.4	1.8	10.5*	1.6	-9.8	-0.1	0.3	-7.9	104.0	-6.2
CCN(c1ccccc1)S(=O)(=O)c1cccc(C(=O)NCC(c2ccc(OC)cc2)N2CCCCC2)c1 (configuration not stated)	1.5	-1.0	2.6	-6.8	-10.1	0.5	-6.2	-7.5	94.0	2.1
COc1ccccc1CNC(=O)c1ccc(-c2ccccc2C(F)(F)F)o1	11.1	-14.5	-0.9	5.3	-5.0	0.7	-1.7	-15.4	98.0	-0.1
[N-]=[N+]=NCCN1CCN(CCc2ccccc2)CCC1=O	2.5	-2.0	-1.4	-4.7	-5.3	-0.3	-0.7	7.6	98.0	1.6
Cc1ccc2c(CN3CCN(C(=O)c4ccco4)CC3)cc(=O)oc2c1C	14.0	-7.2	-1.2	4.1	-26.3	0.1	1.1	-3.9	97.0	-3.7
Cc1ccc(C(=O)c2coc3ccc(O)c(CN4CCN(C)CC4)c23)cc1	13.6	-0.7	-0.9	-3.8	-5.6	1.1	4.7	-9.6	96.0	9.7
COc1ccc(COc2cc(-c3cccc(OC)c3)nc3ccc(NC(=O)C(C)C)cc23)cc1	2.0	34.3	-1.9	-9.2	-4.0	0.1	7.1	35.3	98.0	-3.5
CCOc1cc(N2CCOCC2)c(OCC)cc1NC(=O)CN1C(=O)NC(CC)(c2ccc(F)cc2)C1=O (configuration not stated)	-2.4	0.2	0.9	15.2*	-2.0	0.2	2.6	-4.0	103.0	-5.5
Cc1ccc(OC(=O)c2ccc(S(=O)(=O)N(C)C)cc2)c(-n2nc3ccccc3n2)c1	10.7	-7.3	-2.7	-7.3	-3.3	-0.3	-3.3	·	99.0	-5.6
COc1ccc(S(=O)(=O)N2CCOCC2)cc1NC(=O)CN1C(=O)NC2(CCCC2)C1=O	3.5	6.6	-1.8	7.1	-5.1	-0.3	2.8	-1.9	96.0	1.8
CCN(CC(=O)Nc1c(F)cccc1F)C(=O)CSc1ccccc1	4.1	-0.2	1.0	0.8	-15.8	0.3	0.7	3.0	100.0	-12.2
Cn1c(=O)c2c(nc(SCC(=O)N3CCOCC3)n2C)n(C)c1=O	17.3	0.3	0.7	-7.1	-2.7	0.1	4.5	-8.8	99.0	-0.2
Cc1ccc(-c2cc(C(=O)N3CCN(C(=O)c4ccco4)CC3)[nH]n2)cc1C	-1.9	5.3	-0.1	0.9	-2.3	0.0	1.7	3.0	100.0	5.2
COc1cc(CN2CCCC(C(=O)c3ccc(C(C)(C)C)cc3)C2)cc(OC)c1O (configuration not stated)	6.8	-5.2	-2.4	-10.9	15.5	0.4	-4.4	-2.4	101.0	3.4

(next part)
SMILES	MC4R antagonist	Cardio protect	MC4R barr agon	HTR2A ag	CaV13 FRET inh	aDG glyco act	Glyco luc inh	Vif imaging	ABCB6 inh MLPCN	PDI inh
Cc1ccccc1NC(=S)NC(NC(=O)c1ccccc1C)C(Cl)(Cl)Cl (configuration not stated)	2.5	-10.8	1.1	-0.5	·	0.4	-0.8	-3.0	99.0	-3.8
O=C(NNC(=O)c1ccc[nH]1)Nc1cc(Cl)cc(Cl)c1	10.1	-5.5	0.6	-4.1	-5.3	0.1	1.1	55.3*	98.0	2.7
O=c1ccccn1Cc1c(F)cccc1Cl	0.0	-3.2	-1.9	3.8	-4.8	-0.2	1.3	11.8	89.0	4.8
O=[N+]([O-])c1cc(S(=O)(=O)Nc2ccccc2)ccc1N1CCN(c2ccc(O)cc2)CC1	21.4	2.4	1.0	-3.2	-2.7	0.2	3.1	1.0	112.0	25.0
CC1(C)C(C=C(Cl)Cl)C1C(=O)OCc1cccc(Oc2ccccc2)c1 (configuration not stated)	13.8	-27.7	1.5	-2.3	-3.1	0.1	-4.9	-2.4	99.0	-1.7
Cc1ccc(NS(=O)(=O)c2ccc(-c3ccc(=O)[nH]n3)o2)cc1Cl	1.0	-2.4	-2.2	9.1	-7.6	-0.1	3.7	5.6	99.0	-15.5
Cc1ccc(S(=O)(=O)c2ccc(C)cc2)cc1	13.1	1.6	-0.3	-4.4	-8.5	0.6	-3.0	1.1	98.0	-3.4
COc1ccc(NC(=O)CSC2=NN3CCCC(=O)N=C3S2)c(OC)c1	-2.6	0.2	1.3	2.8	-3.5	0.0	4.7	2.6	93.0	-13.3
CC1CCCC(C)N1C(=O)COC(=O)/C=C/c1ccco1 (configuration not stated)	25.1	5.2	2.7	0.8	-7.4	-0.1	1.5	-10.9	100.0	-4.6
CC(=O)N1CCCN(Cc2cn(-c3cc(C)ccc3C)nc2-c2ccccc2)CC1	-3.0	0.9	-2.4	0.6	-6.1	0.2	0.1	7.5	100.0	3.3
COC(=O)CCC(=O)N1CCCC(CO)(Cc2ccccc2)C1 (configuration not stated)	5.7	-1.3	0.3	7.2	6.4	-0.1	-2.0	-8.0	107.0	9.2
Cc1ccc(-c2nc3ccccc3n3nnnc23)cc1	-3.6	-2.9	4.8	2.9	·	-0.2	-3.9	·	104.0	-7.5
Cn1cccc1Cc1nnc(SCC(=O)Nc2nc3ccccc3s2)n1CCc1ccccc1	-4.1	3.1	6.4	3.4	-7.8	0.0	0.2	26.8	101.0	2.6
CN(Cc1ccccc1)C(=O)COC(=O)c1ccccc1Nc1ccccc1	0.7	-9.2	-1.4	1.9	-4.5	0.3	0.7	0.2	98.0	3.3
CC1Sc2ccc(S(=O)(=O)N3CCN(c4cccc(Cl)c4)CC3)cc2NC1=O (configuration not stated)	3.3	-8.1	1.1	2.0	-16.2	0.2	1.1	-0.6	97.0	-2.7
NS(=O)(=O)c1cccc(NC(=O)c2cccc(S(=O)(=O)N3CCCCCC3)c2)c1	0.5	-6.5	-1.3	-0.8	-6.2	-0.3	-3.2	-12.3	96.0	5.6
O=C(NNC(=O)C1CCC1)c1ccc(Br)cc1	-0.6	1.4	-1.3	0.5	-1.8	-0.2	1.2	0.9	94.0	1.1
Cc1cc(NC(=O)Nc2ccc(C)c(C)c2)no1	0.4	-0.6	-0.6	4.5	-10.9	0.9	-3.0	7.9	98.0	-1.4
Cn1cccc1C(=O)NNC(=O)COc1ccccc1Cl	-2.2	4.4	-3.2	-0.7	-1.8	-0.3	1.7	4.4	97.0	-3.9
CCCC(=O)c1cc2ccccc2oc1=O	2.0	-0.9	-0.8	-4.4	-3.5	0.2	-0.1	12.7	93.0	5.7
CCOC(=O)C(C)Sc1nc(-c2ccccc2)nc2ccc(F)cc12 (configuration not stated)	6.5	-7.1	-0.7	-2.5	-3.6	0.3	-1.4	-1.4	101.0	-3.9
COC(=O)C1CCN(C(=O)CN2C(=O)NC(CCc3ccccc3)C2=O)CC1 (configuration not stated)	-6.0	-13.5	-1.8	3.9	-2.9	-0.1	0.2	0.0	100.0	-2.7
CCC(C)(C)c1nnc(NC(=O)c2ccc([N+](=O)[O-])cc2)s1	-3.4	-0.3	-2.7	-1.2	-5.6	0.0	0.8	·	87.0	3.5
CCCN(Cc1nnc(-c2cccs2)o1)C(=O)CN1C(=O)NC2(CCC(C)CC2)C1=O (configuration not stated)	6.6	-1.5	-0.5	2.2	-2.3	0.1	0.8	24.7	98.0	3.6
CCN(C(=O)c1cccc(Br)c1)c1ccccc1	17.0	-6.5	-0.4	2.9	-5.7	0.4	-0.8	-1.9	100.0	-1.4
O=S(=O)(c1cccc(C(F)(F)F)c1)N1CCC(c2nc3ccccc3[nH]2)CC1	-2.6	-2.1	-1.3	-4.2	-4.3	0.6	12.3	13.6	96.0	3.1
O=C(Nc1ccccc1OCc1ccccc1)c1ccccc1Br	3.4	-8.1	0.5	-7.3	-2.2	0.1	-0.3	-5.2	98.0	-9.7

Two records drawn at random from the list so far:
SMILES	MC4R antagonist	Cardio protect	MC4R barr agon	HTR2A ag	CaV13 FRET inh	aDG glyco act	Glyco luc inh	Vif imaging	ABCB6 inh MLPCN	PDI inh
CC(=O)N1CCCN(Cc2cn(-c3cc(C)ccc3C)nc2-c2ccccc2)CC1	-3.0	0.9	-2.4	0.6	-6.1	0.2	0.1	7.5	100.0	3.3
Cc1ccc(C(=O)c2coc3ccc(O)c(CN4CCN(C)CC4)c23)cc1	13.6	-0.7	-0.9	-3.8	-5.6	1.1	4.7	-9.6	96.0	9.7

High-throughput results: PubChem, several laboratories
